# CHT block – inhibitors of human choline transporter CHT. 310,000 tested, 0.86% active. High affinity choline transporter 1 (Homo sapiens), Q9GZV3. B-score at 10 µM. AID 488975, 2010. CHT-expressing cells, membrane potential dye, choline response; hits give low values;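 active = B-score over 3 SD under the library average, and starting fluorescence ratio not unusually high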;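 note: choline stimulus applied at its EC90 after an EC20 pre-addition; B-score computed on integrated fluorescence ratio after choline addition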
# Target sequence (Q9GZV3 whole entry, looked up): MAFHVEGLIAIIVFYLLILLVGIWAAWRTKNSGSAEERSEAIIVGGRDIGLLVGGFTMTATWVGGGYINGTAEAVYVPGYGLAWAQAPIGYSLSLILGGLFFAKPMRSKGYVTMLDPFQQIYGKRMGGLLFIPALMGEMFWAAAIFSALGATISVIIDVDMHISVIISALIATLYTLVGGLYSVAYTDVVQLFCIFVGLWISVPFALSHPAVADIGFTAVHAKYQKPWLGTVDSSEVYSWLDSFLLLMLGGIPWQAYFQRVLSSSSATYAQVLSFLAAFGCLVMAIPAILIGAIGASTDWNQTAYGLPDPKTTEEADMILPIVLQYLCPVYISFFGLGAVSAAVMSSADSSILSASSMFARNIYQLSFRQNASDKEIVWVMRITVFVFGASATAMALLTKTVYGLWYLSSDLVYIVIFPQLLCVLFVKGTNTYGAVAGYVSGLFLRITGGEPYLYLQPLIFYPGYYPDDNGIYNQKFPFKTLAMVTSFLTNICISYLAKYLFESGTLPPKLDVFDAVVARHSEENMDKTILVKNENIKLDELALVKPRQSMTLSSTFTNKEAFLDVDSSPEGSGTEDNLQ
# CHT PAM – CHT positive allosteric modulators, primary screen, cell-based, membrane potential dye, choline EC20. 310,000 tested, 0.49% active. AID 488977, 2010. B-score at 10 µM. CHT-expressing cells; hits give high values; LV-AA mutant CHT in HEK293 cells;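 active = initial fluorescence not abnormally high and integrated response B-score, plate-corrected, over 3 SD above library mean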
# * = called active by the depositor; i = inactive.
Structure | CHT block | CHT PAM
O=C(c1ccc(COc2ccccc2Br)cc1)N1CCCCC1 | i | i
Cc1ccc(OC(=O)c2ccc(S(=O)(=O)N(C)C)cc2)c(-n2nc3ccccc3n2)c1 | i | i
CCc1ccc(-c2nc(CSCC(=O)N3CCN(c4ccccn4)CC3)c(C)o2)cc1 | i | i
O=S(=O)(c1cccc(C(F)(F)F)c1)N1CCN(c2ccccc2)CC1 | i | i
O=C(O)C1CCCCC1C(=O)NC1CCCCC1 (stereo unspecified) | i | i
Cc1onc(-c2c(F)cccc2Cl)c1C(=O)OCc1cnc(Cl)s1 | i | i
COCCSc1ccccc1C(=O)N1CCCC1 | i | i
Cc1[nH]c2ccccc2c1SCC(=O)N1CCOCC1 | i | i
Cc1ccc(NC(=O)Cn2cccc2)c(Br)c1 | i | i
COc1ccc(CN2CCN(Cc3ccco3)CC2)cc1 | i | i
NC(=O)C(CC(=O)O)NC(=O)[C@@H]1CCOc2c(I)cc([N+](=O)[O-])cc2C(=O)N[C@@H](CCC(=O)O)C(=O)N[C@@H](CO)C(=O)N1 (stereo partly specified) | i | i
O=C(NCc1ccc2c(c1)OCO2)C(=O)NCC1OCCN1S(=O)(=O)c1ccc(Cl)cc1 (stereo unspecified) | i | i
O=C(NCCc1ccccc1)C1CCN(C(=O)c2ccc(F)cc2)CC1 | i | i
Cn1cc(C(=O)c2ccc(Cl)cc2Cl)cc1C=O | i | i
CCc1nnc(NC(=O)c2cc(Cl)ccn2)s1 | i | i
COc1ccccc1CNC(=O)C1CC(c2ccccc2F)=NO1 (stereo unspecified) | i | i
O=C(Nc1cc(S(=O)(=O)N2CCOCC2)ccc1N1CCCC1)C1CC1 | i | i
CCOC(=S)SCC(=O)Nc1nccs1 | i | i
C=CCOC(=O)C(C#N)c1nc2ccccc2nc1N1CCN(Cc2ccc3c(c2)OCO3)CC1 (stereo unspecified) | i | i
O=C(C1CC1)N1N=C(c2ccc(F)cc2)CC1(O)C(F)(F)F (stereo unspecified) | i | i
CCOc1ccc(N/C(=N/c2nc(C)cc(C)n2)NC(C)=O)cc1 | i | i
Cc1ccc(S(=O)(=O)N2CCN(CC(=O)N/N=C/c3cc([N+](=O)[O-])ccc3Cl)CC2)cc1 | i | i
COc1ccccc1NC(=O)Cc1nnc(SCC(=O)Nc2ccc(F)cc2F)n1C | i | i
COc1ccccc1NC(=O)c1ccc(NC(=O)C2COc3ccccc3O2)cc1 (stereo unspecified) | i | i
Cn1cc(Br)c(C(=O)NC2C3CC4CC(C3)CC2C4)n1 (stereo unspecified) | i | i
Cc1c(C)c2ccc(O[C@@H]3O[C@H](CO)[C@H](O)[C@H](O)[C@H]3O)cc2oc1=O | i | i
Cn1c(/C=C/c2ccccc2)nc2ccccc21 | i | i
CCOC(=O)c1cnn(Cc2cccc(Cl)c2)c1C | i | i
O=C(NC1CC1)c1sc2cc(Cl)ccc2c1Cl | i | i
CCN1C(=O)[C@@H]2[C@H](C1=O)[C@@H]1C(=O)Nc3ccccc3C(=O)N1[C@@H]2c1cccc(C)c1 | i | i
C[C@@H](C(=O)NCCc1ccccc1)N1C(=O)N2CCc3c([nH]c4ccccc34)[C@@]2(C)C1=O | i | i
O=C(c1ccc([N+](=O)[O-])cc1)N1CCc2ccccc21 | i | i
COC(=O)C1=C(C)NC2=C(C(=O)CCC2)C1c1ccc(-c2ccsc2C(=O)OC)o1 (stereo unspecified) | i | i
Cc1ccc(S(=O)(=O)NNC(=S)Nc2cccc(F)c2)cc1 | i | i
CCOC(=O)[C@@H]1[C@H]2COc3ccccc3[C@H]2N2C(=O)N(c3ccc(Cl)cc3)C(=O)[C@]12C | i | i
COCCn1c(Cc2ccccc2)nnc1SCC(=O)Nc1ccccc1 | i | i
Clc1ccc(-c2cc3ccccc3nc2N2CCCC2)cc1 | i | i
CC(C)CSc1nnc(N)s1 | i | i
O=c1c2ccccc2nc2n1CC/C2=C\N1CCN(c2ccc([N+](=O)[O-])cc2)CC1 | i | i
O=C(c1nn(Cc2ccccc2)c(=O)c2ccccc12)N1CCc2ccccc2C1 | i | 8.4*
CC(C)Oc1cccc(C(=O)NC(=S)Nc2ccccc2)c1 | i | i
CC(C)(C)c1ccc(OC(=O)c2ccccc2)cc1 | i | i
COc1ccc(C(=O)c2c(N)sc3c2CCN(C)C3)cc1 | i | 8.3*
COCCc1ncc(CN2CCC(C(=O)Nc3cccc(-c4cscn4)c3)CC2)cn1 | i | i
CC1CC(C)CN(C(=O)CN2CCN(Cc3ccc(Cl)cc3)C2=O)C1 (stereo unspecified) | i | i
CCN(CC)S(=O)(=O)c1cc(C(=O)Nc2ccc(Cl)cn2)ccc1C | i | i
CC(=O)c1sc(NC(=O)COc2ccccc2)nc1C | i | i
Cc1cc(NS(=O)(=O)c2ccc(NC(=O)CSc3nnc(-c4ccco4)n3C)cc2)nc(C)n1 | i | i
COCc1c(C(=O)N/N=C(/C)c2cccs2)nnn1-c1nonc1N | i | i
CCOC(=O)c1sc(NC(=O)CSc2nc3cccnc3n2C)nc1C | i | i
Cn1c(SCc2ccccc2)nc2ccsc2c1=O | i | i
COc1ccc(S(=O)(=O)NC(C)c2ccccc2)cc1C(=O)N1CCCCC1 (stereo unspecified) | i | i
CCSc1nc2ccccc2n1C(=O)/C=C\c1ccc(OC)c(OC)c1 | i | i
Cc1cc(=O)oc2cc(NC(=O)c3cccc(S(=O)(=O)N(C)C)c3)ccc12 | i | i
CCc1ccc(OCC(=O)NCCOc2ccccc2)cc1 | i | i
CCCC[n+]1ccn(-c2nc3ccccc3nc2[N-]S(=O)(=O)c2ccc(Br)cc2)c1 | i | i
CC(C(=O)Nc1cc([N+](=O)[O-])ccc1Cl)N1CCN(c2ccc(O)cc2)CC1 (stereo unspecified) | i | i
CCOc1ncccc1C(=O)OCc1ccc(C(=O)OC)o1 | i | i
CCCc1nc2oc3c(OC)ncnc3c2c2c1COC(C)(C)C2 | i | i
CCOC(=O)N1CCC(NC(=O)CC2C(=O)NCCN2Cc2ccc(C)cc2)CC1 (stereo unspecified) | i | i

# Other results
Structure | CHT block | CHT PAM
CC12CCC(=O)N1C(C(=O)OCC(=O)Nc1sccc1C#N)CS2 (stereo unspecified) | i | i
CCCc1cc(=O)[nH]c(SCC(=O)Nc2ncc(S(=O)(=O)c3ccc([N+](=O)[O-])cc3)s2)n1 | i | i
Cn1c(SCC(=O)N2CCCC2=O)nc2ccccc21 | i | i
Cc1cccc(-c2noc(-c3ccc(F)cc3)n2)c1 | i | i
COc1ccc(-c2cc(-c3ccc(OC)cc3)c(C#N)c(SC)n2)cc1 | i | i
CCCCN1C(=O)C(O)(CC(=O)c2ccccn2)c2ccccc21 (stereo unspecified) | i | i
COc1ccc(Cl)c2sc(N(Cc3cccnc3)C(C)=O)nc12 | i | i
COc1cc(OC)cc(C(=O)Nc2ccc(S(=O)(=O)Nc3nc(C)cc(C)n3)cc2)c1 | i | i
CC1CCCCN1C(=O)CCS(=O)(=O)c1cccc2nonc12 (stereo unspecified) | i | i
OCCN(Cc1ccccc1)CC1CCCCC1 | i | i
CCOC(=O)c1sc2nc(CC(=O)OC)nc(N3CCN(c4ccccn4)CC3)c2c1C | i | i
CCOC(=O)C1=C(CN2CCc3ccccc32)NC(=O)NC1c1cc(C)ccc1C (stereo unspecified) | i | i
CC1=C(C(=O)OC(C)C)C(c2ccc(C)o2)C(C(=O)OC(C)C)=C(C)N1 | i | i
Cc1cc(-c2nnc(SCC(=O)Nc3ccccc3Cl)n2C)no1 | i | i
CN(C(=O)Cc1noc2ccccc12)c1ccccc1 | i | i
CC(=O)N1Cc2ccccc2CC1C(=O)NCc1ccccc1F (stereo unspecified) | i | i
CN1C(c2ccc(F)cc2)=CS/C1=C(/C#N)c1nnc(N2CCOCC2)n1-c1ccccc1 | i | i
COc1ccc(C(=O)Oc2cccnc2)cc1 | i | i
O=C(NCCN1CCOCC1)c1cc(Sc2ccccc2Cl)nc2ccccc12 | i | i
O=c1[nH]c2ccccc2cc1-c1nnn(-c2ccc(Cl)c(Cl)c2)n1 | i | i
COc1ccc(/C=C(\NC(=O)c2ccc(C)cc2)C(=O)Nc2c(C)n(C)n(-c3ccccc3)c2=O)cc1 | i | i
CSC1=C(C#N)C(CC(C)C)C2=C(CCCC2=O)N1 (stereo unspecified) | i | i
CCCCCCNC(=O)c1cc(-c2ccco2)nc2ccccc12 | i | i
Cc1ccc(NC(=S)NC2CC3CCC(C2)N3Cc2ccco2)c(C)c1 (stereo unspecified) | i | i
COc1c(C)cc(S(=O)(=O)NCCN2CCOCC2)c(C)c1C | i | i
O=C(NCc1ccncc1)Nc1ccc(F)cc1 | i | i
O=C(NC1CCCC1)C1C2C=CC(C2)C1C(=O)N1CCOCC1 (stereo unspecified) | i | i
Cc1ccc2c(Cl)c(C(=O)Nc3ccc4c(c3)OCO4)sc2c1 | i | i
COc1ccc(Cl)cc1NC(=O)NNC(=O)c1ccccn1 | i | i
O=C(O)c1cccc(CSc2nnc(COc3ccccc3)o2)c1 | i | i
COc1ccc(NC(=S)NCCN2CCOCC2)c(OC)c1 | i | i
Cc1nn(CC(=O)NCCCN2CCCCC2C)c(=O)c2cccn12 (stereo unspecified) | i | i
Cc1ccc(CNC(=O)c2ccccc2SCC(=O)NCC2CCCCC2)cc1 | i | i
CC1CCN(c2nc3c(c(=O)n(C)c(=O)n3C)n2Cc2ccccc2)CC1 | i | 6.6*
CCC1(CC)C(=O)C2=C3C1[C@H](C(=O)OC)CC(C(=O)OC)C[C@H]3n1c(=O)n(C)c(=O)n1[C@H]2C (stereo partly specified) | i | i
COc1ccc(CCNC(=O)c2cccc([N+](=O)[O-])c2)cc1OC | i | i
CN(C)S(=O)(=O)N1CCN(c2cc(Cl)ccc2Cl)CC1 | i | i
CN(C)c1ccc(/C=N/Nc2nncc3ccccc23)cc1 | i | i
C/C(=C\c1cc(C(=O)O)c(C)o1)CO | i | i
CCOc1ccc2nc(SCC(=O)N3c4ccccc4Sc4ccccc43)c(C#N)cc2c1 | i | i
Cc1nc(N)sc1-c1nnc(SCC(=O)Nc2ccccc2C(F)(F)F)n1C | i | i
COc1ccc(NC(=O)CCC2COc3ccccc3O2)c(OC)c1 (stereo unspecified) | i | i
Cc1ccc(N/C=C(\C2OC(=O)c3ccccc32)[N+](=O)[O-])c(C)c1 (stereo unspecified) | i | i
COc1ccc(OCCC(=O)Nc2ccccc2)cc1 | i | i
COc1cc(/C=N/NC(=O)c2cc(-c3ccccc3C)nc3ccccc23)cc(OC)c1O | i | i

# Structures from the list above containing a cyano group:
Structure | CHT block | CHT PAM
C=CCOC(=O)C(C#N)c1nc2ccccc2nc1N1CCN(Cc2ccc3c(c2)OCO3)CC1 (stereo unspecified) | i | i
CC12CCC(=O)N1C(C(=O)OCC(=O)Nc1sccc1C#N)CS2 (stereo unspecified) | i | i
COc1ccc(-c2cc(-c3ccc(OC)cc3)c(C#N)c(SC)n2)cc1 | i | i
CN1C(c2ccc(F)cc2)=CS/C1=C(/C#N)c1nnc(N2CCOCC2)n1-c1ccccc1 | i | i
CSC1=C(C#N)C(CC(C)C)C2=C(CCCC2=O)N1 (stereo unspecified) | i | i
CCOc1ccc2nc(SCC(=O)N3c4ccccc4Sc4ccccc43)c(C#N)cc2c1 | i | i

# Going on with the list.
Structure | CHT block | CHT PAM
COC(=O)c1cn(Cc2cccc(C)c2)nn1 | i | i
CCC[N+]1(CC#CC(O)(c2ccccc2)C2CCCCC2)CCCCC1 (stereo unspecified) | i | i
CCOC(=O)c1c(C=O)c(C)n(Cc2ccc(Cl)cc2)c1C | i | i
COCCN1C(=O)c2[nH]nc(-c3ccccc3O)c2C1c1ccc(OC)cc1 (stereo unspecified) | i | i
O=[N+]([O-])c1cc(/C=N\Nc2nc(-c3ccccc3)cs2)ccc1O | i | i
Cc1ccc2nc(-c3ccc(NC(=O)CCN4C(=O)c5ccccc5C4=O)cc3)sc2c1 | i | i
O=c1onc(-c2ccccc2Cl)n1-c1ccccc1Cl | i | i
Cc1ccc(NC(=O)C2CCCNC2=O)nc1 (stereo unspecified) | i | i
C=CCNCCOc1c(C)cc(C)cc1Cl | i | i
CCNC(=O)CSc1nc2ccccc2c(=O)n1CCCOC(C)C | i | i
CN1CCSc2ccc(C(=O)Nc3cc(F)ccc3F)cc21 | i | i
CCOc1ccccc1CNCCO | i | i
CSc1sc(C#N)c2c1/C(=N\O)CCC2 | i | i
NCCCC[C@@H](C(=O)N1CCNCC1)n1cc([C@@H](N)CC(N)=O)nn1 | i | i
Cc1c(=O)n(OCc2ccccc2F)c2ccccc2[n+]1[O-] | i | i
Cc1cc(C)n(S(=O)(=O)c2cc(C)c(C)cc2C)n1 | i | i
CCCCSc1nnc(-c2ccccc2)c2ccccc12 | i | i
Cc1cc(Cl)ccc1NC(=O)CN1C(=O)NC2(CCCc3ccccc32)C1=O (stereo unspecified) | i | i
O=C1CN(Cc2nc3cc(Cl)ccc3c(=O)[nH]2)CCN1 | i | i
CSc1nc2ccc3nc(NC(=O)C4COc5ccccc5O4)sc3c2s1 (stereo unspecified) | i | i
CCC1CN(C(=O)NCc2ccc(C)cc2)c2cc(C)ccc2O1 (stereo unspecified) | i | i
CCOC(=O)Nc1cccc(C(=O)O)c1 | i | i

# In the list so far, these have a COOH group.
Structure | CHT block | CHT PAM
O=C(O)C1CCCCC1C(=O)NC1CCCCC1 (stereo unspecified) | i | i
NC(=O)C(CC(=O)O)NC(=O)[C@@H]1CCOc2c(I)cc([N+](=O)[O-])cc2C(=O)N[C@@H](CCC(=O)O)C(=O)N[C@@H](CO)C(=O)N1 (stereo partly specified) | i | i
O=C(O)c1cccc(CSc2nnc(COc3ccccc3)o2)c1 | i | i
C/C(=C\c1cc(C(=O)O)c(C)o1)CO | i | i
CCOC(=O)Nc1cccc(C(=O)O)c1 | i | i
